Screens (PubChem BioAssay)
EP2 antag: blocks the human prostaglandin E2 receptor EP2; P43116; C6 glioma cells expressing human EP2, cAMP TR-FRET; cells stimulated with saturating PGE2; inhibition, % at 25 µM; 0.52% of 260,000 active; AID 1422;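 active means percent inhibition above 40 after rounding to a whole number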;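 further: rat C6 glioma host cells with rolipram phosphodiesterase inhibitor present; the protocol text gives 20 µM as final concentration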
Target sequence (P43116 whole entry, looked up): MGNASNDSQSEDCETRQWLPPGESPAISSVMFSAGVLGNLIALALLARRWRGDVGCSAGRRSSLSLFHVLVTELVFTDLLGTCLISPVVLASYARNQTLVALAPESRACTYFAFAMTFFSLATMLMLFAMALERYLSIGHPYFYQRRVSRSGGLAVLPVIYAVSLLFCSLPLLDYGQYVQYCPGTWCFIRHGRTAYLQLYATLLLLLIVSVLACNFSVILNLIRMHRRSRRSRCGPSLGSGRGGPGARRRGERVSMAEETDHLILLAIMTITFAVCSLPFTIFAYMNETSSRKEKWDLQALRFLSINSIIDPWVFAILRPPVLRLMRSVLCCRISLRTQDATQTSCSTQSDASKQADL
zfTRPN1 agonist: agonists of zebrafish TRPN1 channel; activation, % at 3 µM; HEK293 zebrafish TRPN1-YFP, Fluo-8 calcium fluorescence; 100% = response to 87 µM carbachol; 0.18% of 220,000 active; AID 1424;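 active means activation above its plate's cutoff, the mean activation of test wells on that plate plus 3 SD, cut at about 19% in these data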;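 further: 0% = DMSO alone and 100% = 87 µM carbachol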
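Material – zebrafish TRPN1-YFP in HEK293 cells · Doses – 3 µM single point · Schedule – dye 1 h 37 °C plus 30 min RT · Signal – Fluo-8 calcium fluorescence, excitation 470-495 nm, emission 515-575 nm · Read-out – % activation versus carbachol response · Control set – carbachol high, DMSO low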
CHOP inh: blocks CHOP induction under ER stress; CHO-K1 CHOP-promoter luciferase, tunicamycin-induced, 15-18 h; inhibition, % at 10 µM; 3.8% of 220,000 active;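 active means compounds that reduced the stress-induced luciferase reporter signal by more than about 70% of percent inhibition, limit read from the data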;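 further: 0% = tunicamycin plus vehicle and 100% = wells without tunicamycin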
EP2 mod: modulates human prostaglandin E2 receptor EP2 signaling; induction, % at 25 µM; EP2-expressing cells, cAMP HTRF FRET, PGE2 co-stimulation; 0.83% of 260,000 active; P43116;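 active means compounds whose cAMP rise, as percent of the full-agonist control response, exceeds 60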;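 further: rat C6 glioma line stably carrying human EP2 under a CMV promoter; the protocol text gives 20 µM as final concentration; 100% = response of wells given 1 µM PGE2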
NPY1 pot ag: potentiators or agonists of human neuropeptide Y receptor Y1; P25929; NPY-Y1 expressing cells, potentiator/agonist activation; activation, % at 3.6 µM; 0.37% of 220,000 active; AID 1304; in the data active means activation above about 33%, passing the limit was not always enough;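 further: cells stimulated with NPY at EC10 then isoproterenol at EC100; 0% = low agonist plus stimulus and 100% = saturating agonist plus stimulus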
Target sequence (P25929 whole entry, looked up): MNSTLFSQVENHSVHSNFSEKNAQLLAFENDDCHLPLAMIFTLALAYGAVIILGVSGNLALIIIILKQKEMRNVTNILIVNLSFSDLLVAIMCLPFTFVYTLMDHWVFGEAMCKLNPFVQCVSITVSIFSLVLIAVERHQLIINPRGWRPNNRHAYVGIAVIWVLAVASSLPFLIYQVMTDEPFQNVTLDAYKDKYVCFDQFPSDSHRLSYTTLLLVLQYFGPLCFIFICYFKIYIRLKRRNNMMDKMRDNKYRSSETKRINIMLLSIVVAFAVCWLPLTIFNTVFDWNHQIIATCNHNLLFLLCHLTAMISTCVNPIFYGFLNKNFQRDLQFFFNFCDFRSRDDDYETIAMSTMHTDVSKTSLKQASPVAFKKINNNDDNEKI
NPY Y1 blocker: antagonists of human neuropeptide Y receptor Y1; P25929; HEK293-CNG Y1 cells, membrane potential fluorescence; NPY at EC95, then isoproterenol; inhibition, % at 3.6 µM; 1% of 200,000 active; AID 1040;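 active means inhibition above the campaign mean inhibition of all tested compounds plus 3 SD, cut at about 20% in these data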;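 further: 0% = DMSO wells given NPY plus isoproterenol and 100% = isoproterenol alone without NPY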
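Test system – HEK293 Y1/CNG channel cell line · Also added – NPY agonist 25 nM, then isoproterenol 1 µM plus Ro 20-1724 25 µM · Compound dosing – one concentration, 3.6 µM, in 0.4% DMSO · Schedule – compound incubation 1 h at room temperature, readout 45 min post-stimulation · Technique – fluorescence, membrane potential probe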
14-3-3 Bad inh: disrupts binding of bovine 14-3-3 zeta to phospho-Bad peptide; P63103; TR-FRET 14-3-3zeta/Dy647-pBad peptide displacement, 1 h; inhibition, % at 21.7 µM; 0.71% of 220,000 active;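 active means inhibition above about 70%, limit read from the data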;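 further: 0% = full 14-3-3 plus peptide FRET controls and 100% = background without 14-3-3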
Target sequence (P63103 whole entry, looked up): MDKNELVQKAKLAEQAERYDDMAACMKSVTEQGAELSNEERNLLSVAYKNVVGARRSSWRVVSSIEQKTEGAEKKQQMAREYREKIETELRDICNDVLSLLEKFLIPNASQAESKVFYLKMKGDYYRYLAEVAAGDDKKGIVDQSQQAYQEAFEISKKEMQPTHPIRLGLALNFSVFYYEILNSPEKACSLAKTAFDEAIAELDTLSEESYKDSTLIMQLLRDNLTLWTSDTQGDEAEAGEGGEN
TRPML3 agonist: agonists of human TRPML3 channel; HEK293 TRPML3-YFP, Fluo-8 calcium fluorescence; 100% = the carbachol control signal; Q8TDD5; activation, % at 3 µM; AID 1448; 0.29% of 220,000 active;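 active means activation above its plate's cutoff, the mean activation of the plate's test wells plus 3 SD, cut at about 12% in these data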;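 further: 0% = DMSO only wells and 100% = carbachol wells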
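Material: TRPML3-YFP stable HEK293 cells | Dosing: One concentration, 3 µM nominal, 0.3% DMSO | Timing: 125 s total fluorescence read per well | Technique: Fluo-8 calcium dye fluorescence, ex 470-495, em 515-575 nm | Measure: Percent activation from peak-to-basal fluorescence ratio, scaled between DMSO and carbachol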
PPC-1+TRAIL kill: PPC-1 cancer cell killing with TRAIL present | PPC-1 cells + TRAIL, ATPLite viability luminescence | cell killing (% activity), % at 4 µM | 0.41% of 220,000 active | AID 1443;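 active means cell killing above 50% in the first pass at 4 µM, then a duplicate retest at 5 µM averaging 50% or more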;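 further: plate controls were cells with TRAIL plus DMSO for no effect and medium-only wells lacking cells for full effect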
* = called active by the depositor; . = not tested or not shown; & = joins results of further samples; [ ] = dose if it differs, or a comment. An excerpt; count on the stated rates, not on these rows.

No.	SMILES	EP2 antag	zfTRPN1 agonist	CHOP inh	EP2 mod	NPY1 pot ag
1	CCOCCn1c(C(C)O)nc2ccccc21 (centres undefined)	6.3	0.1	6.6	32.3	-15.9
2	CCCOc1ccc(Cc2c(Cl)nc(SC)nc2NC)cc1	9.6	4.7	97.5*	-25.8	-40.8
3	O=C(c1ccc(Cl)cc1)C1CCCN(C(=O)/C=C/c2ccccn2)C1 (centres undefined)	4.2	0.0	14.3	-17.8	-14.9
4	Cc1ccc(NS(=O)(=O)c2ccc(NC(=O)C(C)Sc3ccc(Cl)cc3)cc2)c(C)c1 (centres undefined)	6.2	3.0	82.6*	-39.6	-3.1
5	Cc1ccc(C2=Nc3c(ccc4ccccc34)C(c3ccncc3)=NN2)cc1	9.3	-0.9	64.5	40.3	16.2
6	CCCNS(=O)(=O)c1ccc2c(c1)CCCN2C(C)=O	7.5	0.9	-8.5	24.9	16.1
7	COc1cc(CNc2ccccc2Oc2cc(=O)n(C)c(=O)n2C)cc(OC)c1OC	13.5	-0.5	-14.6	-3.9	-11.5
8	CCCC(CCC(=O)Nc1cc([N+](=O)[O-])ccc1O)C(=O)O (centres undefined)	4.9	-0.7	-15.3	16.7	18.1
9	Cc1ccc(CSCC(=O)N/N=C/c2ccc(OCC(=O)Nc3ccc(C)cc3)cc2)cc1	.	-0.2	38.2	-37.7	-5.7
10	O=C(/C=C/c1ccco1)Nc1ccccc1N1CCCC1	4.6	-1.7	26.3	4.7	8.2
11	CC(C)Sc1nc2c(c(=O)n(C)c(=O)n2C)n1Cc1ccc(Cl)cc1	15.6&12.0	1.1	59.9	56.2&43.7	-7.1
12	O=S(=O)(Nc1nc2ccccc2nc1Cl)c1ccc2ccccc2c1	8.4	0.3	21.1	21.5	-20.8

No.	NPY Y1 blocker	14-3-3 Bad inh	TRPML3 agonist	PPC-1+TRAIL kill
1	0.6	-1.1	0.7	3.0
2	12.2	0.5[fluorescence artefact?]	2.4	32.6
3	6.6	-1.9	0.7	5.8
4	-4.9	2.1	1.1	40.1
5	-0.6	8.0	-0.6	14.0
6	-1.6	-1.8	0.8	25.6
7	36.3*	2.3[fluorescence artefact?]	0.2	-15.6
8	-3.4	-2.4	0.6	-13.2
9	4.2	28.1[fluorescence artefact?]	0.0	-2.7
10	4.6	-9.3	-0.2	24.6
11	3.4	-12.8	0.0	-11.3
12	5.2	1.9[fluorescence artefact?]	0.5	33.4

No.	SMILES	EP2 antag	zfTRPN1 agonist	CHOP inh	EP2 mod	NPY1 pot ag
13	CN(C)Cc1nc2ccccc2c(=O)n1Cc1nc(-c2cccc([N+](=O)[O-])c2)cs1	3.0	-0.9	25.6	42.6	-14.2
14	CSc1nnc(-c2ccco2)n1-c1ccccc1	10.0	1.7	12.8	19.1	-2.7
15	CC(C)N1CCN(Cc2coc3ccccc3c2=O)CC1CCO (centres undefined)	2.8	-0.6	13.9	-12.9	2.4
16	COc1ccc(C(=O)Nc2ccc(C(=O)OCC(=O)c3ccccc3)cc2)cc1	13.2	1.2	-16.7	0.3	8.7
17	Cc1cccc(NC(=O)c2ccc([N+](=O)[O-])o2)c1C	12.2	-0.7	-55.8	-39.1	-4.7
18	CCN(CC)CCn1c(N)cc(=O)[nH]c1=O	9.4	2.2	-25.8	26.2	-1.5
19	Nc1cc(C(=O)OCC(=O)NC(c2ccccc2)c2ccccc2)ccc1Cl	8.5	-3.2	48.7	-6.0	-24.6
20	Cc1cc(C(=O)N2CCN(c3ncccn3)CC2)nn1C	16.9	1.6	11.7	11.9	3.7
21	CS(=O)(=O)N(CC(=O)Nc1ccccc1Cl)c1ccc(Cl)cc1	11.2	3.0	2.4	3.6	1.4
22	CCn1c(COc2ccc(=O)n(-c3ccccc3)n2)nnc1SCC(=O)OC	4.2	-1.0	-8.1	16.8	11.0
23	CN(C)S(=O)(=O)c1ccc(S(=O)(=O)N2CCCC2)cc1	1.8	2.8	10.7	5.8	25.5
24	Cc1c(C(=O)O)cnc2cc(-c3ccc(Cl)cc3)nn12	10.9	1.2	21.3	2.1	3.4

No.	NPY Y1 blocker	14-3-3 Bad inh	TRPML3 agonist	PPC-1+TRAIL kill
13	12.8	97.7*	0.1	14.5
14	-7.3	-12.5	0.3	22.5
15	-1.8	-2.7	0.8	12.2
16	-1.6	16.6[fluorescence artefact?]	0.1	-24.7
17	2.2	-3.5	3.4	7.4
18	2.1	-8.8	1.1	8.4
19	8.7	10.7[fluorescence artefact?]	-0.3	-13.7
20	.	1.3	0.6	2.1
21	1.3	-3.7	2.2	2.9
22	1.1	-7.4	0.7	-4.8
23	-2.6	-10.0	1.2	-10.2
24	-1.7	0.9	-0.3	3.8

Of the compounds above, 2 contain an aryl methoxy group:
No.	SMILES	EP2 antag	zfTRPN1 agonist	CHOP inh	EP2 mod	NPY1 pot ag
7	COc1cc(CNc2ccccc2Oc2cc(=O)n(C)c(=O)n2C)cc(OC)c1OC	13.5	-0.5	-14.6	-3.9	-11.5
16	COc1ccc(C(=O)Nc2ccc(C(=O)OCC(=O)c3ccccc3)cc2)cc1	13.2	1.2	-16.7	0.3	8.7

No.	NPY Y1 blocker	14-3-3 Bad inh	TRPML3 agonist	PPC-1+TRAIL kill
7	36.3*	2.3[fluorescence artefact?]	0.2	-15.6
16	-1.6	16.6[fluorescence artefact?]	0.1	-24.7

(continued)
No.	SMILES	EP2 antag	zfTRPN1 agonist	CHOP inh	EP2 mod	NPY1 pot ag
25	CC(C(=O)Nc1nccs1)c1ccc([N+](=O)[O-])cc1 (centres undefined)	6.9	4.9	48.6	-18.1	-4.0
26	COc1ccc(CN2C(=O)c3cccnc3C2Nc2ccc(C)cc2)cc1 (centres undefined)	4.5	-1.9	27.6	4.0	11.3
27	CC(C)C(=O)Nc1ccc(Br)cc1Cl	6.9	0.0	14.8	2.9	14.3
28	Cc1ccc(C(=O)NNC(=O)c2ccc(SCC3CCCO3)c([N+](=O)[O-])c2)cc1 (centres undefined)	9.5	-1.3	21.9	-26.0	-5.3
29	Cc1ccc(Nc2nc(/N=C/N(C)C)n[nH]2)cc1C	7.4	0.1	4.4	3.7	-6.3
30	CC(=O)c1cc2c(=O)c3ccccc3oc2nc1C	11.3	-0.4	.	.	-13.0
31	CCc1ccc(C2C(C#N)=C(N)C(C#N)(C#N)C3=CCC(C(C)(C)C)CC32)cc1 (centres undefined)	2.7	0.4	14.7	-37.8	4.9
32	O=C(CCc1ccc(S(=O)(=O)N2CCOCC2)cc1)Nc1ccc2ccccc2c1	4.3	0.6	11.3	-2.1	17.9
33	C=CCSC1=C(C#N)C(c2ccccc2)CC(=O)N1 (centres undefined)	6.9	1.1	14.7	21.2	9.4
34	Cc1c(/C(O)=C2\C(=O)C(=O)N(CCCN(C)C)C2c2ccccc2)cnn1-c1ccccc1 (centres undefined)	6.7	0.9	-16.7	0.4	2.1
35	Cc1cccc(-n2cnc(C(=O)N/N=C\c3ccc(Br)cc3)c2)n1	16.7	-0.3	64.4	-13.4	6.9
36	Cc1ccc(C(C)C)c(OCC(O)CN2CC(C)OC(C)C2)c1 (centres undefined)	13.0	1.1	23.1	1.0	93.4*

No.	NPY Y1 blocker	14-3-3 Bad inh	TRPML3 agonist	PPC-1+TRAIL kill
25	3.6	-1.8	3.6	3.3
26	9.7	28.2[fluorescence artefact?]	-1.0	13.2
27	10.1	-1.5	0.5	4.9
28	-3.9	-4.7	-0.1	3.3
29	-1.6	-6.7	1.0	1.5
30	-3.0	.	0.0	.
31	4.5	-5.7	0.0	20.1
32	-9.5	-4.6	0.8	5.9
33	1.4	-0.8	0.3	-3.2
34	4.3	1.6	0.2	18.1
35	-0.6	48.5	0.5	2.2
36	-9.6	-2.5	0.5	20.7

No.	SMILES	EP2 antag	zfTRPN1 agonist	CHOP inh	EP2 mod	NPY1 pot ag
37	CCOC(=O)c1ccc(NC(=O)N2CCN(c3cccc(OC)c3)CC2)cc1	11.8	2.8	16.6	-43.4	0.3
38	CCN(CC)C(=O)c1sc(NC(=O)C(Sc2ccccc2)c2ccccc2)c(C(=O)OC(C)C)c1C (centres undefined)	9.1	-0.5	28.4	-4.6	-5.0
39	O=C(COC(=O)c1ccccc1SCC(=O)NC1CCCCC1)NC1CCCCC1	7.5	1.4	59.6	1.5	5.0
40	CC1CCN(c2ccccc2N)CC1	10.1	0.3	14.5	-3.1	11.1
41	CC1(C)Cc2c(sc(NC(=O)c3ccco3)c2C#N)CO1	7.0	0.6	-0.6	-13.9	-15.4
42	CCC1=C(OC(=O)N(CC)CC)N2C(=O)OC(=NCCc3c[nH]c4ccccc34)[C@]2(C)[C@H]2C1=CC[C@H]1C(=O)NC(=O)[C@H]12	7.0	.	-2.0	-11.4	.
43	Cc1ccc(-c2csc3ncnc(Sc4nnc(CN5CCCCCC5=O)o4)c23)cc1	7.2	-1.7	.	-44.6	-15.9
44	CCc1nc2c(cnn2-c2ccc(Cl)cc2)c(=O)n1-c1ccc2c(c1)OCCO2	13.1	1.5	67.5	27.7	-2.4
45	Cc1nc(NC(=O)CSc2nnnn2C)sc1C	13.9	-0.7	-20.6	21.4	11.8
46	COc1ccc(CCCc2nnc(SCC(=O)Nc3ccc(C)c(C)c3)o2)cc1	3.2	0.1	-25.4	-1.3	12.7
47	CCCCOC(=O)c1ccc(NC(=O)c2cnccn2)cc1	10.5	-0.1	-0.8	-28.5	-10.6
48	O=C(Cn1cncn1)c1ccc(F)cc1F	2.2	1.2	23.4	5.7	-2.9

No.	NPY Y1 blocker	14-3-3 Bad inh	TRPML3 agonist	PPC-1+TRAIL kill
37	-4.4	0.3	1.2	2.5
38	2.2	-16.7	0.3	20.4
39	2.6	9.2	0.7	-8.5
40	-4.2	18.2	0.8	6.4
41	1.9	-14.6	0.7	44.1
42	.	1.5	.	-1.3
43	-1.5	-3.5	0.1	-7.0
44	0.4	-7.9	-0.3	13.9
45	2.0	-8.0	1.0	15.0
46	0.0	39.6[fluorescence artefact?]	0.1	-3.5
47	4.3	-4.2	0.6	19.2
48	3.1	2.7	1.1	16.4

No.	SMILES	EP2 antag	zfTRPN1 agonist	CHOP inh	EP2 mod	NPY1 pot ag
49	COc1ccc(Nc2ncnc3ccccc23)cc1	13.6	1.3	4.1	-20.7	6.2
50	Cc1ccc(-c2nc(N)c3c(-c4ccc(C)cc4)nn(C(C)(C)C)c3n2)cc1	12.6	-1.2	-38.2	15.8	14.1
51	CCOC(=O)c1c(C)[nH]c(N=Nc2ccccc2C)c1C	4.8	-0.5	48.0	20.2	-22.3
52	O=C(O)C1C2CC3C(OC(=O)C31)C2Cl (centres undefined)	1.5	-0.9	3.9	-0.4	-9.7

No.	NPY Y1 blocker	14-3-3 Bad inh	TRPML3 agonist	PPC-1+TRAIL kill
49	3.5	53.7	1.0	12.6
50	2.8	0.2[fluorescence artefact?]	0.1	16.9
51	2.2	-1.1	0.3	-8.2
52	-5.9	10.0	1.1	-19.7
